HTT aggregate: inhibitors of mutant huntingtin aggregate formation in PC12 cells. Potency, µM (series often up to 46.1 µM), without a hit: at the top dose activity change, negative = inhibition, hits mostly inhibitors. 220,000 tested, 1.1% active. PC12 HttQ103-GFP aggregates, Acumen cytometry, 40 h; further: potency means the concentration at half of the fitted maximal effect; on the % scale 0 is the no-effect control and ±100 the full control effect; nearly all actives have a fitted effect of over 60% in size
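PC12 cells with ecdysone-inducible HTT exon1 Q103-GFP, induced by 100 nM tebufenozide, given compounds in a concentration series. GFP aggregates (1–25 um, 6 SD above background) counted in lysates by laser-scanning cytometry, 488 nm excitation.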
CBFb-RUNX1 inh: inhibitors of human CBF-beta and RUNX1 interaction | AlphaScreen CBFb-His/RUNX1-biotin binding, biochemical | AID 1477 | Potency, µM (titrated, usually from 59.8 µM), without a hit: top-dose activity, negative = inhibition, hits mostly inhibitors | Q01196+Q13951 | 230,000 tested, under 10 active; further: % of control where 0% means no effect
Target sequence (Q01196 whole entry, looked up): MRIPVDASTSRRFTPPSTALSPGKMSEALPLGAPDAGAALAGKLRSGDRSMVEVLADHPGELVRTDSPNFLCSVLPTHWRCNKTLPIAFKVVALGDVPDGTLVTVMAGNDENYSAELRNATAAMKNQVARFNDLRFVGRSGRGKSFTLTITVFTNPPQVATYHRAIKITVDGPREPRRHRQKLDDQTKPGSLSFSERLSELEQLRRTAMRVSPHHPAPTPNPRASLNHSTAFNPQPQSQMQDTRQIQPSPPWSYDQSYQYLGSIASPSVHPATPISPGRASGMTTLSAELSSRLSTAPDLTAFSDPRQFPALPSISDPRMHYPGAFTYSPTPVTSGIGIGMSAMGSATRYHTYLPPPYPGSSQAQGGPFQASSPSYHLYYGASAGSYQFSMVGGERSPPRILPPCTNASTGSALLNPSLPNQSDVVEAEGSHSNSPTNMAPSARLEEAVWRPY
Target sequence (Q13951 whole entry, looked up): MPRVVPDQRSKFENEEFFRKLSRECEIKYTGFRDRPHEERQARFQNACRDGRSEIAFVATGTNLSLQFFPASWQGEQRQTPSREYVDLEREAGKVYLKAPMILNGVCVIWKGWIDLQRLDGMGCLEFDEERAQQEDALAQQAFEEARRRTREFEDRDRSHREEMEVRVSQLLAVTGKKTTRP
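Read-out: AlphaScreen. Format: His-CBF-beta with biotinylated RUNX1 (30 nM each) preincubated 20 min, compound 15 min, Ni-chelate plus streptavidin beads 90 min; room temperature throughout.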
GAA glycogen: inhibitors or activators of human alpha-glucosidase glycogen cleavage; 300,000 tested, 0.38% active; AID 2100; recombinant GAA, glycogen substrate, Amplex Red glucose oxidase fluorescence; P10253; Potency, µM (series often up to 76.4 µM), for inactives: at the highest dose activity change, negative = inhibition, most hits filed as inhibitors;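 further: potency means the concentration at half of the fitted maximal effect; 0% = full enzyme reaction and -100% = no-enzyme basal signal; the screen sought inhibitors and activators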
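Recombinant human enzyme (4 nM); glycogen substrate; 37 C, 40 min, pH 5.0. Readout: coupled glucose oxidase/Amplex Red fluorescence.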
aGlu spleen mod: inhibits or activates alpha-glucosidase in human spleen homogenate. 240,000 tested, 0.006% active. P10253. Potency, µM (series often up to 79.9 µM), for the others: at the top dose activity change, negative = inhibition, usual class: inhibitors. human spleen homogenate, 4-MU-alpha-glucoside fluorescence;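 further: potency means the concentration at half of the fitted maximal effect; 0% = enzyme with vehicle and -100% = no enzyme basal signal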
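Human spleen homogenate (1 ug) with 4-methylumbelliferyl-alpha-D-glucopyranoside (1 mM final) in 50 mM citrate/phosphate pH 5.0, 0.01% Tween-20; 40 min at 37 C. Stopped at pH 10; 4-MU fluorescence Ex 365/Em 440 nm; AC50 by Hill fit.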
LMNA splice mod: modulators of lamin A splicing | 200,000 tested, 0.01% active | HeLa LMNA splicing GFP/RFP minigene ratio, 48 h | Potency, µM (highest dose often 46.1 µM), for the others: top-dose ratio change, negative = inhibition, hits mostly inhibitors; active means well fitted inhibition curve with a large enough effect in the signal ratio, with a control signal flat, not every such curve was filed as active; inconclusive means small, poorly fitted or top-dose-only effect, or effect the other way, or a change in a side signal; the % refers to the signal ratio; further: potency means the concentration at half of the fitted maximal effect; on the % scale 0 is the no-effect control and ±100 the full control effect
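Read-out is the ratio of GFP to DsRed2 object intensity, acquired by 488 nm laser-scanning cytometry on HeLa lamin A-EGFP minigene reporter cells. Compound incubation 48 hrs at 37 °C in Opti-MEM with 2% FBS; DMSO 0.5% final.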
GAA inhib: blocks human lysosomal alpha-glucosidase | purified human GAA, 4-MU-alpha-glucoside fluorescence | Potency, µM (top dose mostly 76.9 µM), for inactives: at the top dose activity change, negative = inhibition, usual class: inhibitors | 200,000 tested, 0.005% active;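 further: potency means the concentration at half of the fitted maximal effect; plate controls were uninhibited enzyme wells for no effect and no-enzyme background for full effect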
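Endpoint fluorogenic read: 20 min room-temperature reaction of 4 nM human alpha-glucosidase with 400 uM 4-methylumbelliferyl-alpha-D-pyranoside, pH 5.0, quenched with 1M NaOH/1M glycine pH 10. AC50 from Hill modeling.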
HTT ATP protect: protects HTT-Q103 PC12 cells, measured by ATP. 230,000 tested, 0.14% active. Potency, µM (top dose mostly 56.4 µM), for inactives: cytoprotection (ATP increase), most hits filed as activators. PC12 HTT-Q103 induced, cytoprotection, ATP luminescence, 40 h. AID 1471;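 further: potency means the concentration at half of the fitted maximal effect; % of control where 0% means no effect; nearly all actives have a fitted effect of over 45% in size; toxic huntingtin expression switched on by the ecdysone agonist tebufenozide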
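Readout: ATPlite luminescence (ATP level). Model: stable PC12, inducible Htt exon1 Q103-GFP. Inducer: tebufenozide, 100 nM final. Compounds: dose series. No G418 in medium.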
* marks the source's active call; other numbers are inactive results; ? = inconclusive; nt = no result given; [ ] = remark or other dose. Unless noted, the call rests on the fitted dose curve; in most records, active means well fitted curve in the direction sought with a large enough effect; inconclusive means small, poorly fitted or top-dose-only effect, or another doubt; inactive means no such curve, though single readings can be large; an effect the other way counts as inactive or inconclusive.

SMILES	HTT aggregate	CBFb-RUNX1 inh	GAA glycogen	aGlu spleen mod	LMNA splice mod	GAA inhib	HTT ATP protect
Cc1cc2cc(CNC(=O)c3ccc4c(c3)OCO4)ccc2[nH]1	-23%	-4%	0%	-20%	?	?	-13%
O=C(O)c1ccc(OC(F)(F)C(F)C(F)(F)F)cc1 (centres undefined)	0%	4%	7%	5%	15%	1%	-16%[0.074 µM]
CC(=O)c1ccc2c(ccc3ccccc32)c1	7%	-5%	-1%	0%	7%	2%	2%
Cn1c(=O)c(=O)n(C)c2cc(S(=O)(=O)CCC(=O)N3CCOCC3)ccc21	0%	4%	0%	-2%	-3%	-1%	1%[10 µM]
O=C(CN1C(=O)CCS(=O)(=O)c2ccccc21)Nc1ccc2c(c1)OCCO2	3%	-4%	-11%	1%	-12%	-3%	1%[10 µM]
S=C1NC[C@H](Cc2ccccc2)N1CCCCC1CCCCC1	-7%[9.22 µM]	3%	-8%	-1%	nt	nt	8%[10 µM]
Fc1cccc(Cl)c1Cn1nnc2c(-n3ccnc3)ncnc21	nt	-4%	3%	-12%	9%	-5%	?
CN(C(=O)CSc1nnnn1-c1ccccc1)C1CCCCC1	6%	1%	2%	0%	-3%	?	33%[1.9 µM]
O=C(O)/C=C\C(=O)Nc1ccc(N2CCN(c3ccc(F)cc3)CC2)cc1	6%[9.22 µM]	12%	-16%	-3%	nt	-1%	8%[10 µM]
O=C(NCC1c2ccccc2CCN1C(=O)CN1C(=O)c2ccccc2C1=O)C1CCCCC1 (centres undefined)	4%	1%	1%	-4%	1%	-13%	6%
O=C(O)/C=C\C(=O)Nc1ccccc1C#Cc1ccc(Br)cc1	14%	28%	1%	-3%	?	7%	-20%[10 µM]
CC(C)(C)NC(=O)NC(=O)CN1CCc2ccccc21	3%	-4%	0%	3%	3%[46 µM]	-3%	-14%
CCNC(=S)Nc1cc(C(=O)N2CCCC2)ccc1N1CCCC1	14%	-1%	8%	5%	-2%[46 µM]	-2%	nt
COc1ccc(N2C(=O)CC(Sc3nccc(C)n3)C2=O)cc1 (centres undefined)	-8%	1%	-9%	1%	5%	-6%	-21%
CCNC(=S)/C(=C(/[O-])c1ccc([N+](=O)[O-])cc1)[n+]1ccccc1	-9%[9.22 µM]	-13%	6%	3%	nt	-4%	17%[10 µM]
O=C(O)CCc1ccc(-c2ccc(Br)cc2)n1CC(=O)O	-2%	-8%	6%	1%	-12%	?	-4%[10 µM]
COc1ccc(Cc2nnc(SC)[nH]c2=O)cc1	13%	11%	1%	-3%	-14%	-9%	5%
CCN(CC(=O)Nc1ccccc1C(=O)OC)S(=O)(=O)c1ccccc1	5%	9%	3%	-6%	-20%	-3%	-20%[0.074 µM]
Cc1ccc2[nH]c(=O)c(C(c3nnnn3CC3CCCO3)N3CCCc4ccccc43)cc2c1 (centres undefined)	-6%	-2%	1%	-2%	0%	-27%	-9%
O=C(NC1CC1)c1cc(OCC(F)(F)F)ccc1OCC(F)(F)F	-1%	6%	23%	7%	3%[46 µM]	-1%	29%
O=C1NC(=S)N/C1=C/c1ccc(Oc2ccc(C(F)(F)F)cc2[N+](=O)[O-])c(Cl)c1	-9%	11%	4%	-1%	3%	9%	10%[10 µM]
O=S(=O)(Nc1ccc2c3c(cccc13)CC2)c1ccc(F)cc1	-27%	8%	-17%	-2%	?	2%	-29%
O=C(c1cccnc1)N1CCN(CCCc2ccccc2)CC1	-13%	10%	0%	1%	6%	-5%	-19%[10 µM]
CCNC(=S)Nc1cccc(NC(=O)c2ccccc2O)c1	36%[9.22 µM]	5%	1%	5%	nt	nt	31%[10 µM]
Cn1c(N)c(C(=O)COC(=O)CCCOc2ccc(Cl)cc2Cl)c(=O)n(C)c1=O	9%	4%	6%	2%	?	3%	?
N/C(CC(=O)Nc1ccc(F)cc1)=N\O	19%	-15%	1%	-4%	-10%	2%	-5%[10 µM]
CCn1c(COc2ccccc2C)nnc1SCC(=O)O	5%	4%	13%	-3%	-3%	-3%[15.4 µM]	-23%
Cn1c(=O)c2c(nc(CN3CCC(C(N)=O)CC3)n2CCc2ccccc2)n(C)c1=O	?	6%	-5%	7%	15%	-8%	-13%
CCN(c1ccccc1)S(=O)(=O)c1ccc(Cl)c(NC(=O)COC(=O)c2ccc(O)cc2)c1	-18%	-1%	1%	-9%	-3%	?	8%[10 µM]
Cc1ccc(NC(=O)Cn2c(=O)n(CCCCC(=O)NCc3ccco3)c(=O)c3ccccc32)cc1	0%[9.22 µM]	-1%	2%	-8%	7%	2%	14%
COc1ccccc1-c1ccc(SCc2ccccc2)nn1	1%	14%	-2%	nt	5%[46 µM]	-9%	-32%[inhibitor]
CC(C)C(=O)Nc1nnc(CSCc2ccccc2F)s1	-10%	-1%	7%	3%	3%	-1%	-3%
N#Cc1cnn2c(-c3ccccc3)ccnc12	11%	-2%	-2%	-1%	4%	7%	-27%
COc1ccc(Br)c(C(=O)NC(C)(C)CO)c1	2%[9.22 µM]	21%	2%	6%	nt	-8%	-13%[10 µM]
Cc1ccc2nc(C)cc(N3CCOCC3)c2c1	-7%	3%	8%	-7%	11%	1%	-13%
CCN(Cc1cc2cc(OC)ccc2[nH]c1=O)C(=O)c1ccncc1	-2%	12%	-2%	-5%	-7%	3%	-7%[0.074 µM]
CC(C)c1ccc(-c2nn(-c3ccccc3)cc2C2C(C#N)=C(N)OC3=C2C(=O)CC(C)(C)C3)cc1 (centres undefined)	?	-2%	-17%	-19%	?	-4%	-20%
O=C(O)CCC(=O)NNC(=O)COc1cccc(Cl)c1	0%[9.22 µM]	4%	1%	8%	nt	nt	-19%[10 µM]
CC(C)(C)NC(=O)CN(C(=O)c1ccc(Cl)nc1)c1cccc2ccccc12	30%[9.22 µM]	5%	18%	2%	21%[46 µM]	14%	23%[10 µM]
COC(=O)CCC(=O)NNC(=O)c1cccc(Cl)c1	7%	6%	-1%	-12%	10%[0.0737 µM]	7%	3%

Whole records as entered above. Screens in order: HTT aggregate | CBFb-RUNX1 inh | GAA glycogen | aGlu spleen mod | LMNA splice mod | GAA inhib | HTT ATP protect
Profile of CCn1c(COc2ccccc2C)nnc1SCC(=O)O → 5% | 4% | 13% | -3% | -3% | -3%[15.4 µM] | -23%
Profile of CC(C)c1ccc(-c2nn(-c3ccccc3)cc2C2C(C#N)=C(N)OC3=C2C(=O)CC(C)(C)C3)cc1 (centres undefined) → ? | -2% | -17% | -19% | ? | -4% | -20%
Profile of O=S(=O)(Nc1ccc2c3c(cccc13)CC2)c1ccc(F)cc1 → -27% | 8% | -17% | -2% | ? | 2% | -29%
Profile of N#Cc1cnn2c(-c3ccccc3)ccnc12 → 11% | -2% | -2% | -1% | 4% | 7% | -27%

Another view of some results above.
structure | HTT aggregate | CBFb-RUNX1 inh | GAA glycogen | aGlu spleen mod | LMNA splice mod | GAA inhib | HTT ATP protect
CC(C)(C)NC(=O)CN(C(=O)c1ccc(Cl)nc1)c1cccc2ccccc12 | 30%[9.22 µM] | 5% | 18% | 2% | 21%[46 µM] | 14% | 23%[10 µM]
CCN(c1ccccc1)S(=O)(=O)c1ccc(Cl)c(NC(=O)COC(=O)c2ccc(O)cc2)c1 | -18% | -1% | 1% | -9% | -3% | ? | 8%[10 µM]
N/C(CC(=O)Nc1ccc(F)cc1)=N\O | 19% | -15% | 1% | -4% | -10% | 2% | -5%[10 µM]
N#Cc1cnn2c(-c3ccccc3)ccnc12 | 11% | -2% | -2% | -1% | 4% | 7% | -27%
COc1ccccc1-c1ccc(SCc2ccccc2)nn1 | 1% | 14% | -2% | nt | 5%[46 µM] | -9% | -32%[inhibitor]

Other records:
SMILES	HTT aggregate	CBFb-RUNX1 inh	GAA glycogen	aGlu spleen mod	LMNA splice mod	GAA inhib	HTT ATP protect
COc1ccc2cc(C3OCCO3)c(Cl)nc2c1	19%[9.22 µM]	13%	-2%	-5%	nt	-15%	-17%[10 µM]
CC(C)(O)P(=O)(O)CCc1ccccc1	2%[9.22 µM]	5%	7%	-6%	nt	nt	4%[10 µM]
CC(C)CCNC(=O)[C@H](CC(C)C)NC(=O)[C@H]1O[C@@H]1C(=O)O	0%	13%	-5%	-5%	-8%	-2%[15.4 µM]	nt
CCOC(=O)c1sc(NC(=O)CSC(=S)N2CCOCC2)nc1C	-9%[9.22 µM]	-6%	6%	-2%	nt	nt	2%[10 µM]
O=C(/C=C/Nc1ccccc1)c1cnc(-c2ccccc2)s1	25%	-4%	1%	-4%	14%	1%	-9%
CC(C)CC1(C)NC(=O)N(CCN2C(=O)c3ccccc3C2=O)C1=O (centres undefined)	-14%	-1%	3%	-2%	0%	-1%	-8%
COc1ccc(CNC(=O)C2CC(c3cc(C(F)(F)F)cc(C(F)(F)F)c3)=NO2)cc1 (centres undefined)	-7%[9.22 µM]	17%	-2%	2%	nt	nt	-47%[inhibitor][10 µM]
O=c1cc2c(nn1Cc1cccc([N+](=O)[O-])c1)-c1ccccc1CC2	-5%[9.22 µM]	-18%	-29%	-6%	nt	-11%	-21%
